INS-1E GSIS act = GLuc luminescence reporter in INS-1E cells, primary screen for activators of glucose-dependent secretion of insulin; INS-1E GLuc reporter insulin secretion, 2-3 h; activation, % at 16.6 µM; hit rate 0.61% among 370,000; AID 743287;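 active = lowest replicate activation of at least 40%, so every replicate reaches that level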;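 also: 0% = median of neutral control wells and 100% = median of IBMX positive control wells; some compounds called inactive have numbers as strong as hits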
ARNT TACC3 PPI = disruptors of human ARNT/TACC3 interaction; hit rate 0.66% among 390,000; inhibition, % at 9.99 µM; AlphaScreen His-ARNT PAS-B/GST-TACC3 binding, luminescence; TACC3 fragment carries E629A point mutation; AID 623870;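 active = mean inhibition of replicates at least 50% and at least half of replicates each reaching 50%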;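 also: 0% = complete ARNT plus TACC3 wells and 100% = ARNT alone without TACC3; many hits fall short of the cut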
XiGFP reactiv = activators of X-chromosome reactivation in mouse fibroblasts; AID 743238; XiGFP mouse fibroblasts, % GFP-positive cells imaging, 3 d; cells co-treated with 5-aza-dC sensitizer; scaled so ellipticine positive control = 100%; hit rate 0.055% among 360,000; activation, % at 7.58 µM;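 active = mean normalized replicate activation at least 10% and every replicate at or above 10%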;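 also: 0% = median of on-plate neutral control wells and 100% = ellipticine 6 µM median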
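assay system = SV40-immortalized XiGFP fibroblast cells, line 68-5-11 | buffer or medium = DMEM plus 5-aza-dC sensitizer | doses = single-point pinned compound dosing | times = 3-day compound exposure, then 15 min fixation at room temperature | benchmarks = positive control ellipticine, 6 µM final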
F508del corr = CFTR F508del correction in bronchial cells. CFBE cells, YFP halide quenching; stimulated with forskolin plus potentiator P3; % fluorescence drop versus neutral controls. activity (quench increase), % at 7.58 µM. hit rate 0.36% among 350,000. AID 720511;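 active = mean added fluorescence quench of at least 8% versus neutral control, with both replicates also reaching 8%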;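 also: cells transiently co-express mutant CFTR-F508del with the halide-sensitive YFP; corrector assay measuring rescue of mutant channel to the surface after 24 h compound exposure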
esBAF inh = SWI/SNF esBAF complex inhibition. mouse ES cells, Bmi1-luciferase knock-in reporter, 24 h; 100% = twice the neutral-well signal. reporter increase, % at 12.5 µM. hit rate 2% among 350,000; in the data active = activation above about 40%;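 also: 0% = median of the plate's neutral control wells and 100% = double that signal; a rise in the Bmi1 reporter signal indicates esBAF inhibition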
ERAP1 HTS inh = ERAP1 (human) enzyme inhibition; AID 652197; inhibition, % at 10.7 µM; hit rate 0.15% among 340,000; recombinant ERAP1, Leu-AMC fluorescence, 60 min;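 active = mean replicate inhibition of at least 30%, or all replicates individually reaching that 30% level; inactive = mean below 30% and not every replicate reaching it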;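 also: 0% = neutral control wells and 100% = L-leucinethiol positive control wells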
Target sequence (Q9NZ08 whole entry, looked up): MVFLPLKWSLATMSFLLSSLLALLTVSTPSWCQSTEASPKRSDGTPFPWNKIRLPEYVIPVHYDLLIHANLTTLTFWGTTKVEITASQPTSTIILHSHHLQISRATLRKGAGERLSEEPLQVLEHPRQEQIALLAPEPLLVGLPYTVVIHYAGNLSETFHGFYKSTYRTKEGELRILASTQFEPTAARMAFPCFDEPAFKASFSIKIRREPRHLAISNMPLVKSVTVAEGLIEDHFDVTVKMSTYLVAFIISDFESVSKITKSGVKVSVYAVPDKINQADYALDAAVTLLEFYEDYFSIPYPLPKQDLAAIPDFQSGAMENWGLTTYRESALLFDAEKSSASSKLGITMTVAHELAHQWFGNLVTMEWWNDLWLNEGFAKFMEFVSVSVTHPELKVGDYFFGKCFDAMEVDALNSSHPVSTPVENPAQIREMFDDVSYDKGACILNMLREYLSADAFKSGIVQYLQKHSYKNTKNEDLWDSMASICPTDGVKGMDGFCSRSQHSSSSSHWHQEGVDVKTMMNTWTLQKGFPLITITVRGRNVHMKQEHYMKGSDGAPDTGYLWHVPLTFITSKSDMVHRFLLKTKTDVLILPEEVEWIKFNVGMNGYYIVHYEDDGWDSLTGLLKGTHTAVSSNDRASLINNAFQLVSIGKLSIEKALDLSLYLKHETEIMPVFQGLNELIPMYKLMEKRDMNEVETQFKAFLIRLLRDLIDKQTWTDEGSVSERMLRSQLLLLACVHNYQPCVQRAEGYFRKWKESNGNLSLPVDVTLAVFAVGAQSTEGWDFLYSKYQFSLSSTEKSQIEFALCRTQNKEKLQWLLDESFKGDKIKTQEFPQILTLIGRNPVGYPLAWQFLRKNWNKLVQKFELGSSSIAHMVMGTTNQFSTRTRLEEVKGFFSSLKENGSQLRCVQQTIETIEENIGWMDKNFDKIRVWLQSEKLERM
RAD54 inh = RAD54 (human) branch migration inhibition; RAD54 Holliday junction branch migration, FAM/BHQ fluorescence; inhibition, % at 10.4 µM; hit rate 0.14% among 360,000;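 active = mean normalized replicate activity at least 40 and at least half of replicates scoring 40 or more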;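 also: 0% = median of neutral control wells and 100% = median of positive control wells; inhibitors cause a drop in the FAM fluorescence signal; in these data hits start at about 50%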
RAD52 inh = blocks human RAD52 DNA annealing; P43351; recombinant RAD52 DNA annealing, FRET fluorescence; inhibition, % at 18.7 µM; hit rate 0.46% among 360,000; AID 651710;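 active = every replicate showing at least 50% inhibition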
Active calls of the source: *; . = no result given. Rows were taken by chance. Share with any hit: about 3.3%.

Order of values: INS-1E GSIS act	ERAP1 HTS inh	RAD54 inh	F508del corr	ARNT TACC3 PPI	XiGFP reactiv	RAD52 inh	esBAF inh
- Cc1noc(C)c1NC(=O)Nc1ccc2c(c1)CC(=O)N([C@@H](C)CO)C[C@@H](C)[C@@H](CN(C)C(=O)Nc1c(C)noc1C)O2
 : 8	-2	3	-1.3	1	0.4	-11	0
- CCOc1ccc(C(=O)OCC(=O)Nc2cccnc2Cl)cc1OCC
 : .	1	-1	-1.9	2	-0.1	-13	-6
- CCOC(=O)c1ccc(NC(=S)N(CCCN2CCN(C)CC2)Cc2cccs2)cc1
 : -8	-3	5	1.2	3	0.0	-14	-3
- COc1cccc(NC(=O)N[C@@H]2C=C[C@@H](CC(=O)N3CCOCC3)O[C@@H]2CO)c1
 : 11	-4	.	1.4	.	0.0	9	.
- O=C(/C=C/c1ccccc1)C1=C(O)C(=O)N(CCO)C1c1ccc2c(c1)OCO2 (configuration not stated)
 : -5	7	9	0.5	-23	0.0	8	-5
- N/C(=N\OC(=O)C1CCCCC1)c1ccncc1
 : -6	9	.	.	-9	0.0	6	.
- CC(C)CC1C(=O)N(Cc2cn(CCC3OCCCO3)nn2)CCS(=O)(=O)N1Cc1ccc(-c2ccc(Cl)cc2)cc1 (configuration not stated)
 : -14	1	.	-1.7	.	-0.3	-7	-5
- COc1cc(OC)cc(C(=O)NCC(=O)N2CCN(S(=O)(=O)c3ccccc3F)CC2)c1
 : -6	2	-4	-0.2	-3	0.1	-3	-2
- CO[C@H]1CN(C)C(=O)c2ccc(NC(=O)C3CC3)cc2OC[C@@H](C)N(C(=O)CN2CCOCC2)C[C@H]1C
 : 3	5	4	-0.7	-9	0.0	-3	-6
- Cc1ccc(C(OCC(O)CN2CCCCC2CO)c2ccccc2)cc1 (configuration not stated)
 : -13	-4	.	0.1	.	0.0	-2	.
- Cc1nnc2n1N=C(c1ccc(F)cc1F)CS2
 : 12	-3	-18	1.2	10	0.1	1	-6
- c1ccc(CCc2nc3ccccc3[nH]2)cc1
 : 1	-11	-12	-0.6	-12	0.0	0	20
- COc1ccc([C@H]2CC(=O)C=C(c3ccccc3)C2)cc1OC
 : -2	0	-2	-0.8	-20	-0.1	-11	0
- N/C(=N\OC(=O)Cc1ccc(-c2ccccc2)cc1)c1cccnc1
 : -4	.	-3	.	-4	.	.	11
- Cc1ccc(S(=O)(=O)N2CCN(CC(=O)N3CCOCC3)CC2)cc1
 : -10	-1	-1	4.0	-1	0.2	-18	.
- CC(NCc1ccc(S(N)(=O)=O)cc1)C(=O)Nc1cc([N+](=O)[O-])ccc1Cl (configuration not stated)
 : -6	1	3	0.7	8	0.0	-10	5
- Cc1cc(C(=O)OC(C)C(=O)NC2CCCCC2C)c(C)o1 (configuration not stated)
 : 18	0	25	-0.5	-5	0.0	-4	3
- COc1ccc2c3c(n(C)c2c1)[C@@H](CO)N(C(=O)Nc1ccccc1F)CC31CCN(C(C)=O)CC1
 : -19	3	.	1.8	.	0.2	7	.
- CCOC(=O)c1ccc(-c2ccc3c(=O)c4ccccc4n(C)c3c2)cc1F
 : .	2	-4	1.5	0	0.0	-8	17
- O=C(c1ccc(OC2CCN(C/C=C/c3ccc(F)cc3)CC2)cc1)N1CCCC1
 : 4	-3	-5	1.7	-1	0.0	-9	-9
- C[C@@H]1CN([C@@H](C)CO)C(=O)c2cc(C#Cc3cccnc3)cnc2O[C@H]1CN(C)S(=O)(=O)c1ccccc1F
 : 2	-1	-4	4.1	37	-1.3	2	-14
- COc1ccc(CN2C(=O)c3ccccc3C2C(=O)NC2CCCC2)c(OC)c1 (configuration not stated)
 : 7	.	-3	.	10	.	.	0
- O=C(Cn1cnc2c(nnn2-c2ccccc2)c1=O)NCc1ccc(F)cc1
 : -4	-2	3	3.2	2	0.2	2	11
- C[C@@H]1CN([C@H](C)CO)C(=O)c2cc(-c3ccc(F)cc3)cnc2O[C@H]1CN(C)C(=O)CN(C)C
 : 7	10	-6	-0.3	2	-1.2	3	2
- O=C(N=C1SC2CS(=O)(=O)CC2N1c1ccc(Br)cc1Cl)C1CC1 (configuration not stated)
 : -20	2	-1	-1.3	4	0.0	-4	4
- COc1ccc(S(=O)(=O)N[C@H]2C=C[C@@H](CC(=O)NCc3ccccc3F)O[C@H]2CO)cc1
 : 6	-10	5	2.1	-3	0.2	7	0
- CC1CCCCC1NC(=O)CCNS(=O)(=O)c1cc(Br)cnc1N (configuration not stated)
 : -3	2	-4	3.1	5	0.0	-9	-9
- O=C(NC1CC1)C1CCN(C(=O)c2ccc(Cl)cc2)CC1
 : 14	0	-4	2.5	-3	0.2	-7	3
- Cc1ccc2c(c1)N(S(=O)(=O)c1ccc(CN3C(=O)c4cccnc4C3=O)cc1)CCO2
 : -10	0	3	0.9	-1	0.2	-20	-5
- CCCNC(=O)N(C)C[C@@H]1Oc2cc(C#Cc3ccccn3)ccc2S(=O)(=O)N([C@H](C)CO)C[C@@H]1C
 : 21	-2	-8	1.8	-1	0.1	-12	-1
- COc1ccccc1C#Cc1cnc2c(c1)C(=O)N([C@H](C)CO)C[C@@H](C)[C@@H](CN(C)S(=O)(=O)c1cn(C)cn1)O2
 : -6	.	.	-0.1	.	-1.0	.	8
- Cc1cc(NC(=O)CSc2nnnn2-c2cc(Cl)ccc2C)no1
 : -6	0	-5	-2.9	-11	0.0	-5	0
- c1ccc(SCCOCCN2CCc3ccccc3C2)cc1
 : -11	-1	.	2.2	-2	0.0	1	.
- O=C(OCC(=O)N1CCCC1=O)C1CCN(S(=O)(=O)c2ccc(Cl)c(C(F)(F)F)c2)CC1
 : 15	-2	-22	1.9	2	-0.1	3	-9
- O=C(c1ccccc1F)N1C[C@H]2[C@@H](c3ccccc31)[C@H](CO)N2C(=O)c1cccnc1
 : -9	4	-3	-0.7	9	0.3	-4	-5
- CCc1nc(SCC(=O)NCCc2ccccc2)c2oc3ccccc3c2n1
 : -1	-2	3	.	-3	.	-4	1
- Cc1noc(C)c1S(=O)(=O)Nc1ccc(C(=O)Nc2ccc(OC(F)(F)F)cc2)cc1
 : -11	-2	-3	3.2	-8	0.0	-10	-52
- COc1cc(C(=O)Nc2ccc3c(c2)CCN3C(C)=O)cc(OC)c1OC
 : -1	1	.	12*	-4	0.0	-2	.
- CCCn1ncc(CN2CCC(CO)(CC3CCCCO3)CC2)c1C (configuration not stated)
 : -1	4	.	1.3	-3	0.0	-5	-1
- O=C(Cc1cccs1)Nc1nc(-c2cccnc2)cs1
 : .	2	5	2.6	1	0.0	-22	2
- CCc1cc(=O)oc2cc(C)cc(OCC(=O)NCCCn3ccnc3)c12
 : -7	-1	5	4.4	-2	0.0	1	-3
- O=C(O)c1cccc(NS(=O)(=O)c2cc(S(=O)(=O)c3ccc(Cl)cc3)ccc2Cl)c1
 : 6	-31	-6	-1.3	-11	0.0	-6	-4
- C[C@@H]1CCCCO[C@H](CN(C)S(=O)(=O)c2ccc(Cl)cc2)[C@H](C)CN([C@H](C)CO)C(=O)c2cc(NC(=O)C3CCCCC3)ccc2O1
 : -1	-1	-3	-4.1	-5	0.0	8	-2
- CS(=O)(=O)N(CCC#N)Cc1ccc(C=O)o1
 : 5	-8	-11	-2.4	-5	0.0	-12	-4
- CCc1nnc(NC(=O)CSc2nc(C)cc(C)c2C#N)s1
 : 5	-5	6	-1.7	-6	0.1	-4	11
- COc1ccccc1-c1ccc2c(c1)O[C@H](CN(C)S(=O)(=O)c1ccccc1)[C@H](C)CN([C@@H](C)CO)S2(=O)=O
 : -8	3	-2	1.3	-4	0.1	1	2
- ClCCn1c(CCl)nc2ccc(Cl)cc21
 : 15	2	.	0.6	.	-0.1	-6	.
- Cc1c(N2C(=O)/C(=C3/C(=O)N(C)c4ccccc43)SC2=S)c(=O)n(-c2ccccc2)n1C
 : 25	.	8	.	0	.	.	1
- C#CCN(Cc1ccco1)C(=O)c1nnc2c3ccccc3n(S(=O)(=O)c3ccccc3)c2n1
 : 1	0	.	1.4	.	0.0	-18	.
- COc1ccc(NC(=O)CSc2nc3ccsc3c(=O)n2CCC(=O)O)cc1
 : 4	-5	6	-2.9	.	0.0	-11	1
- COc1ccc(C(=O)Nc2ccccc2C(=O)N/N=C/c2ccccc2OC)cc1
 : 7	.	-4	.	8	.	.	14
- Cc1ccc(S(=O)(=O)NCCC(=O)Nc2cc(S(=O)(=O)N(C)C)ccc2C)cc1C
 : -7	3	-3	-1.0	-1	0.1	-13	-3
- Cc1cc(=O)[nH]c(Nc2ccc(N(C)C)cc2)n1
 : -3	-1	-3	-1.4	-10	0.0	-1	-6
- COc1ccc(-c2sc3ccccc3c2/C=C/c2ccc(OC)c(OC)c2)cc1
 : 14	1	-1	2.3	-3	0.0	-3	-4
- O=C(NCCc1ccc2c(c1)OCCO2)c1cccc(S(=O)(=O)N2CCCC2)c1
 : 6	1	2	-0.5	7	0.0	-15	10
- O=C(c1ccccc1[N+](=O)[O-])N1CCN(c2ccc(N3CCOCC3)nn2)CC1
 : 4	2	-11	-2.3	.	0.0	-1	7
- CN1C[C@@H]2C(c3ccccc3)C3(c4ccccc4)CC2(C3)[C@H]1c1ccccc1 (some centres not stated)
 : -10	1	0	1.6	0	0.1	2	-8
- Cc1cc(C(=O)Nc2cccc3c2O[C@@H](CN(C)S(=O)(=O)c2ccccc2)[C@H](C)CN([C@H](C)CO)C3=O)n(C)n1
 : 4	-2	3	0.0	-4	-1.1	-4	0
- O=C(CCS(=O)(=O)c1ccccc1)Nc1nc(-c2cccs2)cs1
 : .	-2	-9	-6.0	-13	-0.1	-18	4
- CCOC(=O)c1ccc2c(c1)NCc1cccc(OC)c1O2
 : -22	0	-6	0.0	-9	0.0	-23	58*

Entries of single compounds, quoted from the list. Order of values: INS-1E GSIS act	ERAP1 HTS inh	RAD54 inh	F508del corr	ARNT TACC3 PPI	XiGFP reactiv	RAD52 inh	esBAF inh
COc1ccc(C(=O)Nc2ccccc2C(=O)N/N=C/c2ccccc2OC)cc1 as listed: 7	.	-4	.	8	.	.	14
ClCCn1c(CCl)nc2ccc(Cl)cc21 as listed: 15	2	.	0.6	.	-0.1	-6	.

More compounds:
Order of values: INS-1E GSIS act	ERAP1 HTS inh	RAD54 inh	F508del corr	ARNT TACC3 PPI	XiGFP reactiv	RAD52 inh	esBAF inh
- COC(=O)CSc1nc2ccc(C)cc2cc1C#N
 : 9	-1	.	-1.9	.	0.0	-28	.
- CN(C)N1C(N)=C(C#N)C(c2ccc(F)cc2)C2=C1CC(C)(C)CC2=O (configuration not stated)
 : 19	0	10	-0.1	0	0.0	-8	-3
- C[C@H](NC(=O)c1[nH]cnc1C(=O)N[C@@H](C)CO)c1ccccc1
 : 2	1	11	0.8	.	0.0	-7	7
- Cc1ccc(CN2CC(C(=O)N3CCN(S(=O)(=O)c4ccc(C(C)C)cc4)CC3)CC2=O)cc1 (configuration not stated)
 : -33	1	-11	-0.5	0	0.0	-12	.
- O=C(C[C@@H]1CC[C@@H](NC(=O)C2CCOCC2)[C@H](CO)O1)Nc1nccs1
 : -9	2	6	-1.4	14	0.2	5	-3
- COC(=O)Cc1ccc(NC(=S)NCc2ccc(OC)cc2)cc1
 : 5	-4	11	-1.9	2	0.0	-20	12
- O=C(C[C@H]1C=C[C@@H](NC(=O)CN2CCOCC2)[C@@H](CO)O1)NCCc1ccccc1
 : 1	1	7	2.9	.	-0.4	-9	-2
- NCCOc1ccccc1OCCN
 : -5	-3	3	-1.6	-5	0.0	58*	4
- COc1cc(CN2CCCC(C(=O)c3ccccc3SC)C2)cc(OC)c1 (configuration not stated)
 : 5	.	8	.	12	0.0	.	.
- Cc1ccc(/C=N/NC(=O)Cn2nc(C)c([N+](=O)[O-])c2C)o1
 : -15	0	.	2.6	-3	0.2	-3	.

Screens (PubChem BioAssay)
